# Source: PubChem BioAssay
# Rab9 prom act = Rab9 promoter activation; Potency, µM (highest dose often 9.22 µM), for inactives: at the highest dose activation, negative = inhibition, most hits filed as activators; Huh7 Rab9 promoter-luciferase reporter, luminescence, 24 h; 320,000 compounds, 2.8% hits; AID 485297; also: % of control where 0% means no effect; nearly all actives have a fitted effect of over 60% in size
#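 Luminescence from Amplite-detected luciferase (10 minutes, ambient) reports Rab9 promoter activation. Before that, stable Rab9-luciferase Huh7 cells (1500/well, reduced-serum OP-MEM I plus 10% FBS) were exposed to compound for 24 hours at 37C.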
# BRCA1 expr act = BRCA1 expression activation; MCF7-BRCA1-FFLuc reporter, luminescence, 48 h; response scale: scaled: vehicle 0%, 10 µM genistein 100%; Potency, µM (doses to about 46.1 µM), for inactives: top-dose activation, usual class: activators; 380,000 compounds, 1.1% hits; AID 624202; also: nearly all actives have a fitted effect of over 80% in size; some results filed as inactive show a strong effect at the top dose
#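 Reporter cells (MCF7, BRCA1 promoter-firefly luciferase) received library compounds across a concentration series for 48 h. End-point luminescence was measured and concentration-effect curves derived after normalization.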
# RORgamma inh = ROR gamma (mouse) transcription inhibition; P51450; Drosophila S2 Gal4-RORgamma UAS-luciferase reporter, 20 h; Potency, µM (series often up to 53.6 µM), without a hit: top-dose activity change, negative = inhibition, most hits filed as inhibitors; 310,000 compounds, 5.4% hits; AID 2551; also: % is scaled to controls: 0 for no effect and ±100 for the full control effect; nearly all actives have a fitted effect of over 60% in size
#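 Stably transfected Drosophila Schneider cells are the test system, with ROR gamma fused to Gal4 and luciferase under UAS control; luminescence is read after 20 hr of 700 uM copper sulfate induction at ambient temperature.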
# Gal4-VP16 FLuc = inhibits Gal4-VP16 luciferase reporter, ROR gamma counter-screen | 310,000 compounds, 3.5% hits | AID 2546 | Potency, µM (series often up to 53.6 µM), inactives show at the highest dose activity, negative = inhibition, most hits filed as inhibitors | Drosophila S2 Gal4-VP16 UAS-luciferase, luminescence, 20 h;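 also: Gal4-VP16 expression switched on by copper sulfate through the metallothionein promoter; % is scaled to controls: 0 for no effect and ±100 for the full control effect; nearly all actives have a fitted effect of over 50% in size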
# p53 reactivation = mutant p53 re-activation in reporter cells. H1299 p53-A138V BP100-luciferase reporter, luminescence, 24 h. 320,000 compounds, 0.063% hits. Potency, µM (doses to about 92.2 µM), for inactives: at the top dose activity change, positive = activation, most hits filed as activators; also: % of control where 0% means no effect; nearly all actives have a fitted effect of over 45% in size
#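 H1299 (p53-null), stable ts p53-A138V + BP100-Luc; 1000 cells/well, Opti-MEM/10% FBS; cpd 4 pt, 1:5; 24 h, 37 deg C, 5% CO2; detection reagent 10 min RT; luminescence.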
# FLuc modulator = firefly luciferase modulation, counter-screen for miR-21 project; purified FLuc, Km substrates, luminescence inhibition; 360,000 compounds, 6.9% hits; AID 588342; Potency, µM (top dose mostly 57.5 µM), for inactives: at the highest dose activity change, negative = inhibition, hits mostly inhibitors;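 also: plate controls were vehicle for no effect and reference inhibitor for full effect; nearly all actives have a fitted effect of over 55% in size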
#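 Purified P. pyralis luciferase (10nM final) with 10uM D-luciferin and 10uM ATP (Km levels) in 50mM Tris acetate pH 7.5, 10mM Mg acetate, 0.01% Tween-20, 0.05% BSA; qHTS 6-point titration, ~60 µM downward; luminescence read.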
# NPC1 prom act = NPC1 promoter activation; Huh7 NPC1 promoter luciferase reporter, 24 h; Potency, µM (series often up to 9.22 µM), inactives show at the highest dose activation, usual class: activators; 320,000 compounds, 2.4% hits; AID 485313;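 also: % of control where 0% means no effect; nearly all actives have a fitted effect of over 60% in size; reporter is driven by a mutant NPC1 promoter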
#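 Huh7 cells stably carrying NPC1 promoter–luciferase, plated in Opti-MEM with 10% FBS for 2 h, were exposed to compound in DMSO for 24 h at 37 °C; luciferase reagent was added for 10 min and luminescence read.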
# MBNL1-CUG inh = blocks human MBNL1 binding to CUG repeat RNA; TR-FRET MBNL1-His/biotin-(CUG)12 binding, 665/545 ratio; Potency, µM (doses to about 57.5 µM), for inactives: top-dose activity change, negative = inhibition, usual class: inhibitors; AID 2675; Q9NR56; 280,000 compounds, 0.036% hits; active = well fitted inhibition curve with a large enough effect in the signal ratio, with a control signal flat, not every such curve was filed as active; inconclusive = small, poorly fitted or top-dose-only effect, or effect the other way, or a change in a side signal; inactive = no such curve, though single readings can be large or run the other way; the % refers to the signal ratio; also: % is scaled to controls: 0 for no effect and ±100 for the full control effect
#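 His-tagged MBNL1 binding to biotinylated (CUG)12 RNA was measured by TR-FRET using terbium anti-His antibody (0.055 ng/ul final) and streptavidin-XL665 (5 nM final). Compounds were titrated 92 nM to 58 uM; 60 min at room temperature.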
# uPA surface inh = inhibitors of cell surface uPA generation; cell surface uPA generation assay, qHTS; AID 540303; Potency, µM (highest dose often 38.3 µM), for inactives: at the top dose activity change, negative = inhibition, most hits filed as inhibitors; 330,000 compounds, 0.31% hits; active = well fitted inhibition curve with a large enough effect; inconclusive = small, poorly fitted or top-dose-only effect; inactive = no such curve, though single readings can be large or run the other way; tested in mouse RAW 264.7 cells; also: % is scaled to controls: 0 for no effect and ±100 for the full control effect; nearly all actives have a fitted effect of over 55% in size
# CXXC DNA block = MLL CXXC-DNA interaction inhibition | 290,000 compounds, 0.037% hits | AID 2662 | Potency, µM (doses to about 115 µM), inactives show at the top dose activity change, negative = inhibition, most hits filed as inhibitors | MLL-CXXC / FITC-HOXA9 DNA fluorescence polarization | Q03164; active = well fitted inhibition curve with a large enough effect in the polarisation, with a control signal flat, not every such curve was filed as active; inconclusive = small, poorly fitted or top-dose-only effect, or effect the other way, or a change in a side signal; inactive = no such curve, though single readings can be large or run the other way; the % refers to the polarisation
#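 Purified MLL-CXXC (added from a 7 uM solution) was preincubated 5 min at ambient with pinned compounds in 50 mM Tris-HCl pH 7.5, 50 mM NaCl, 1 mM DTT, 0.05% BSA. Fluorescein-labeled HOX-A9 DNA (50 nM solution) followed, 30 min, then polarization read.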
# ELG1 genotox = induces genotoxicity in HEK293T cells with luciferase-tagged ELG1. HEK293T ELG1-luciferase reporter, luminescence, 16 h. Potency, µM (highest dose often 46 µM), inactives show top-dose activity change, positive = activation, usual class: activators. 330,000 compounds, 1.3% hits. AID 504466; also: % of control where 0% means no effect; nearly all actives have a fitted effect of over 60% in size
#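 HEK293T cells expressing luciferase-tagged ELG1 were treated with compound or DMSO for 16 hr at 37°C. Luciferase activity was then read after 30 min with ONE-Glo at room temperature; rising signal flags genetic stress.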
# The depositor's hits bear a star; ? = inconclusive; · = not tested or not shown; [ ] = remark or other dose. Unless noted, calls follow the shape of the dose curve; as a rule, active = well fitted curve in the direction sought with a large enough effect; inconclusive = small, poorly fitted or top-dose-only effect, or another doubt; inactive = no such curve, though single readings can be large; an effect the other way counts as inactive or inconclusive. Potency is read from the fitted curve at half-maximal effect. An excerpt. The share of hits here may be higher or lower than overall.
SMILES,Rab9 prom act,BRCA1 expr act,RORgamma inh,Gal4-VP16 FLuc,p53 reactivation,FLuc modulator,NPC1 prom act,MBNL1-CUG inh,uPA surface inh,CXXC DNA block,ELG1 genotox
CCCCOc1ccc(C(=O)NCC(=O)N2CC=C(c3ccccc3)CC2)cc1,1.7%,1.9%,·,·,0.3%,0.4%,-2.8%,·,2.6%,·,1.0%
C/C=C/c1ccc(OCC(=O)OCC(=O)NC2CC2)c(OC)c1,-4.1%,2.4%,-15.2%,3.7%,0.2%,-5.8%,5.5%,-1.7%,4.4%,-2.0%,0.4%
CC(C)c1ccc(C(=O)N/N=C/c2cccc(Cl)c2Cl)cc1,?,?,?,0.8%,-3.6%,8.49µM*,?,1.5%,2.0%,1.2%,0.0%
Clc1cccc(CSc2nnc(-c3sccc3-n3cccc3)o2)c1,-0.7%,-19.6%,43.7%,-3.1%,-4.3%,2.9%,-3.1%,6.0%,1.3%,-1.8%,-2.8%
CC1CCc2sc(C(=O)NNS(=O)(=O)c3ccc(F)c(F)c3F)cc2C1 (configuration not stated),0.0%,-5.8%,·,·,-5.5%,10.7µM*,-0.2%,·,-0.2%,·,6.0%
O=C(N/N=C/c1ccc([N+](=O)[O-])o1)c1ccc2c(c1)OCO2,13.4%,-97.9%[inhibitor],4.47µM*,10µM*,-4.1%,?,-10.6%,?,4.47µM*,14.0%,-3.7%
CC1CCN(C(=O)c2ccc(NS(=O)(=O)c3ccccc3)cc2)CC1,18.8%,37.0%,23.3%,13.9%,-10.6%,2.5%,1.8%,-10.9%,-3.6%,8.7%,2.6%
COc1ccc(N2CCN(C3CCCCC3NS(=O)(=O)c3ccc(Cl)cc3)CC2)cc1 (configuration not stated),-3.7%,-29.4%,2.9%,-4.7%,24.4%,2.5%,-2.8%,-3.5%,-13.9%,2.6%,-9.6%
NC(=O)c1ccc(NC(=S)NCc2ccco2)cc1,2.1%,22.3%,10.7%,9.5%,-0.2%,0.8%,-0.8%,-2.9%,5.8%,12.0%,1.4%
C/C=C\C(=O)Nc1cccc(C2=NOC3(C2)C[C@@H](C(N)=O)N(C(=O)CC(c2ccccc2)c2ccccc2)C3)c1 (some centres not stated),-7.5%,-2.3%,?,6.6%,-5.8%,-3.8%,-6.9%,-1.4%,9.5%,0.1%,-4.4%
O=C(Nc1ccc(S(=O)(=O)NCCc2ccccc2)cc1)c1ccco1,-2.0%,-12.2%,?,-22.1%,7.2%,4.6%,-0.9%,3.3%,·,14.1%,-10.7%
COc1ccc(Nc2nc(N)nc(CSc3nccn3C)n2)cc1,1.78µM*,3.16µM*,-4.2%,-16.4%,-1.6%,21.3µM*,1.41µM*,-9.0%,-4.0%,6.2%,?
CCOC(=O)C1CCN(C(=O)C(CCSC)NC(=O)c2ccccc2OC)CC1 (configuration not stated),-2.7%,-19.0%,·,·,-0.5%,-0.7%,-0.2%,·,-6.4%,·,-0.8%
CCOC(=O)[C@@H]1[C@H]2COc3cc(OC)ccc3[C@H]2N2C(=O)N(c3ccc(F)cc3)C(=O)[C@]12C,-1.0%,-6.9%,23.9%,11.4%,·,-0.9%,-2.0%,-2.9%,5.2%,0.0%,-3.4%
COc1cc(/C=N/Nc2nc3ccccc3s2)cc([N+](=O)[O-])c1O,21.8%,-4.7%,6.7%,-14.8%,11.0%,10.7µM*,?,·,4.1%,-18.6%,4.4%
Cc1ccccc1OCC(=O)NCC(c1ccco1)N1CCCCC1 (configuration not stated),-3.6%,4.3%,·,·,·,4.1%,-1.6%,-1.8%,-3.4%,-1.3%,-3.4%
COc1ccc(/C=N/n2cc(-c3ccccc3)nc2N)cc1,-21.4%,-33.4%,?,-3.0%[0.365 µM],8.7%,?,-27.4%,10.5%,-5.7%,17.4%,15.8%
CCN(C(=O)C1CCCN1S(=O)(=O)c1ccc2c(c1)n(C)c(=O)c(=O)n2C)c1ccccc1 (configuration not stated),-2.0%,-4.5%,-24.2%,-2.9%,6.6%,-1.8%,-3.6%,0.4%,-16.4%,·,-0.1%
Cc1ccc(-c2onc3ccc(C=O)cc23)cc1,?,92.8%,-21.0%,-0.9%,?,?,?,?,-2.4%,2.1%,5.17µM*
Cc1ccc(N=Nc2c(C)[nH]n(C(N)=S)c2=O)cc1C,3.55µM*,49.1%,0.224µM*,1.12µM*,?,3.79µM*,3.55µM*,?,-1.5%,-3.0%,?
COc1ccc(C(=O)Nc2ccc(-c3ccc(NC(=O)c4ccc(OC)cc4)c(OC)c3)cc2OC)cc1,-0.4%,-9.5%,11.9%,-1.0%,-5.4%,0.2%,-10.9%,·,7.6%,-2.8%,15.3%
COc1ccc(NC(=O)Cn2cccc2)c(OC)c1,2.0%,2.9%,0.4%,6.3%,7.7%,1.9%,1.8%,8.0%,·,-3.1%,1.2%
Cc1ccc(NC(=O)C(=O)NCCN2CCN(S(C)(=O)=O)CC2)cc1,-0.4%,0.0%,-16.0%,-1.6%[10 µM],4.6%,-2.3%,1.8%,2.1%,-3.3%,2.6%,-4.8%
COc1ccc2[nH]cc(C(O)CN3CCN(c4ccccc4F)CC3)c2c1 (configuration not stated),0.1%,-19.6%,35.3%,25.6%,-3.1%,5.4%,-0.2%,·,2.6%,-0.1%,-3.8%
N#CCC(=O)N/N=C/c1ccc(OCc2ccccc2)cc1,12.1%,7.94µM*,-12.6%,-2.9%,8.0%,-2.9%,-0.8%,12.4%,3.7%,-3.9%,14.3%
O=c1cc(COc2ccc(Cl)c(Cl)c2)nc2sccn12,3.16µM*,?,-2.6%,22.7%,8.4%,-3.7%,?,·,1.8%,17.7%,12.6%
COc1ccc(Nc2nnc(SCc3cn4c(C)cccc4n3)s2)cc1,-1.1%,-51.0%,33.1%,-1.8%,16.5%,?,-7.4%,-7.5%,-10.0%,-2.4%,-0.2%
CCc1ccc(NC(=O)C2CC(=O)N(C(C)C)C2)cc1 (configuration not stated),3.3%,3.8%,9.5%[0.365 µM],·,1.4%,-11.3%,-1.8%,6.5%,2.2%,1.0%,13.5%
Cc1ccc(-c2c(CC(=O)O)c(C)nc3sc4c(c23)CCCC4)cc1,0.0%[1.84 µM],-0.8%,1.1%,1.8%,0.8%,-1.3%,-4.3%,-0.2%,3.2%,?,0.5%
CC(C)(C)CN1CCNC(=O)C1CC(=O)N1CCOc2ccccc2C1 (configuration not stated),0.2%,-15.5%,-0.1%,3.5%,-0.9%,-1.9%,-5.5%,5.7%,0.2%,6.4%,-2.5%
CCC1CCc2[nH]nc(C(=O)O)c2C1 (configuration not stated),2.2%,13.5%,7.0%,-0.6%,2.0%,2.7%,-0.5%,-0.2%,9.4%,5.0%,1.4%
O=C(CSc1nnnn1-c1cccc(F)c1)NC1CCCCC1,-2.0%,-2.0%,·,·,-3.4%,·,0.7%,·,-2.5%,·,1.2%
CCOc1ccc(NC(=O)CC2C(=O)N(C)C(=S)N2Cc2ccc3c(c2)OCO3)cc1 (configuration not stated),-2.2%,-18.8%,?,3.0%,-8.2%,-2.6%,-5.5%,-13.2%,1.0%,16.2%,-4.1%
Cc1nn(C)cc1CNC(=O)C1CCC(=O)N(CC2CCCCC2)C1 (configuration not stated),6.6%,4.2%,0.9%,20.1%,5.6%,3.3%,-9.4%,-4.9%,-6.5%,?,1.4%
Cc1cc(C)c(S(=O)(=O)NCC2CCC(C(=O)NCc3ccc4c(c3)OCO4)CC2)c(C)c1 (configuration not stated),0.2%,-8.0%,25.1%,-14.9%,-2.7%,-0.4%,1.5%,12.1%,-4.9%,22.4%,0.9%
COc1cc2c(c3oc(=O)cc(CC(=O)O)c13)CCC(C)(C)O2,3.6%,-11.8%,-1.5%,-2.5%,-7.7%,-4.3%,-5.1%,-2.4%,-18.0%,1.9%,4.6%
CC1(C)CN=C(N(Cc2ccccc2)C(=O)Nc2ccccc2)S1,?,77.1%,-32.7%,1.0%,?,15.1µM*,?,-2.1%[11.5 µM],0.0%,1.6%,?
Cc1ccc(SCCC(=O)Nc2c(C)n(C)n(-c3ccccc3)c2=O)cc1,-4.2%,-4.9%,-1.8%,2.4%,-1.5%,-0.4%,-1.4%,-8.2%,-5.1%,15.3%,-0.3%
COc1cc([N+](=O)[O-])ccc1NC(=O)CCS(=O)(=O)c1ccc2c(c1)n(C)c(=O)c(=O)n2C,-6.3%,0.0%,-6.1%,-4.4%,0.9%,1.6%,-4.8%,7.3%,3.0%,21.1%,-0.2%
